Screens: PubChem BioAssay, National Center for Advancing Translational Sciences (NCATS)
Gal4-VP16 FLuc: Gal4-VP16 reporter inhibition counter-screen; Drosophila S2 Gal4-VP16 UAS-luciferase, luminescence, 20 h; Potency, µM (titrated, usually from 53.6 µM), without a hit: at the highest dose activity, negative = inhibition, most hits filed as inhibitors; hit rate 3.5% among 310,000; AID 2546;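 note: Gal4-VP16 expression switched on by copper sulfate through the metallothionein promoter; potency is the fitted concentration of half-maximal effect; % is set by controls: 0 for no effect and ±100 for the full control effect; nearly all actives have a fitted effect of over 50% in size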
FBPA coupling cs: coupling enzyme interference in Giardia aldolase counter-screen | coupling enzyme system counterscreen, AmpLite Red fluorescence | activity change, negative = inhibition, % at 58.2 µM, hits read low | hit rate 0.67% among 290,000; in the data active = activity change below about -30%; note: % is set by controls: 0 for no effect and ±100 for the full control effect
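Coupling enzymes only (glyceraldehyde-3-phosphate) + compound, at 57.5 uM final, 10 min RT; add substrate/coupling/AmpLite Red mix, 20 min RT; fluorescence ex 525/em 598 nm. Actives flag coupling-system interference.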
ELG1 genotoxic: inducers of genotoxicity in HEK293T ELG1-luciferase cells; Potency, µM (highest dose often 46 µM), inactives show at the top dose activity change, positive = activation, usual class: activators; hit rate 1.3% among 330,000; HEK293T ELG1-luciferase reporter, luminescence, 16 h; note: potency is the fitted concentration of half-maximal effect; % of control where 0% means no effect; nearly all actives have a fitted effect of over 60% in size
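Reporter readout depends on ELG1 protein level, which increases with genetic stress. After 16 hr compound exposure at 37 °C, luciferase activity was quantified using ONE-Glo.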
NPC1 promoter act: NPC1 promoter activation; hit rate 2.4% among 320,000; Huh7 NPC1 promoter luciferase reporter, 24 h; Potency, µM (top dose mostly 9.22 µM), inactives show at the top dose activation, hits mostly activators;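 note: potency is the fitted concentration of half-maximal effect; % of control where 0% means no effect; nearly all actives have a fitted effect of over 60% in size; reporter is driven by a mutant NPC1 promoter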
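NPC1 promoter–luciferase Huh7 cells; 24 h compound; luminescence.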
RORgamma inh: blocks mouse ROR gamma transcriptional activity; Drosophila S2 Gal4-RORgamma UAS-luciferase reporter, 20 h; Potency, µM (series often up to 53.6 µM), for the others: top-dose activity change, negative = inhibition, most hits filed as inhibitors; hit rate 5.4% among 310,000; AID 2551; note: potency is the fitted concentration of half-maximal effect; % is set by controls: 0 for no effect and ±100 for the full control effect; nearly all actives have a fitted effect of over 60% in size
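Schneider cells (Drosophila), stable Gal4 DBD–ROR gamma + UAS-luc; 1 hr cmpd preincubation; Cu2+ induction 700 uM final; 20 hr ambient; luminescence.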
Giardia kill: kills Giardia lamblia; AID 540267; Giardia lamblia trophozoite viability; hit rate 0.15% among 340,000; activity change, % at 7.66 µM, hits read low; in the data active = activity change below about -80%; inconclusive = between about -30% and that limit;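 note: parasites exposed to compound for two days anaerobically before the ATP read; % is set by controls: 0 for no effect and ±100 for the full control effect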
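Trophozoite viability was measured as ATP-dependent luminescence, read 15-30 min after reagent addition. Before that, parasites at 100 cells/well were exposed to compounds for 48 h, anaerobically, at 37 deg C.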
Rab9 promoter act: activators of Rab9 promoter. hit rate 2.8% among 320,000. Potency, µM (top dose mostly 9.22 µM), for inactives: top-dose activation, negative = inhibition, usual class: activators. Huh7 Rab9 promoter-luciferase reporter, luminescence, 24 h; note: potency is the fitted concentration of half-maximal effect; % of control where 0% means no effect; nearly all actives have a fitted effect of over 60% in size
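Huh7 reporter line, Rab9 promoter upstream of luciferase. Compound exposure 24 h at 37 °C in reduced-serum medium with 10% FBS. Read-out: luminescence.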
KCNH2 3.1 block: KCNH2 3.1 (human) potassium channel inhibition | U2OS KCNH2 3.1, thallium flux FluxOr; hits give low values | activity change, % (tested at about 1.8 µM) | hit rate 0.95% among 340,000 | AID 720553;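 active = maximum activity change below -70%; inconclusive = maximum activity change from -70% to -50%; inactive = maximum activity change above -50%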;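 note: thallium influx rate constant from kinetic fluorescence after stimulation buffer; % is set by controls: 0 for no effect and ±100 for the full control effect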
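Thallium flux read-out: FluxOr dye with Red40 quencher in HBSS/HEPES, 45 min at RT. Rate constants from kinetic reads were normalized to positive and negative DMSO controls. Cells: U2OS virally expressing the 3.1 isoform.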
Tb PFK block: T. brucei PFK enzyme inhibition. O15648. hit rate 0.17% among 330,000. T. brucei PFK, ADP-Glo luminescence. Potency, µM (titrated, usually from 57.5 µM), without a hit: at the top dose activity, negative = inhibition, usual class: inhibitors. AID 485367;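 note: potency is the fitted concentration of half-maximal effect; 0% = uninhibited 1x PFK enzyme wells and -100% = no-enzyme wells; nearly all actives have a fitted effect of over 60% in size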
Target sequence (O15648 whole entry, looked up): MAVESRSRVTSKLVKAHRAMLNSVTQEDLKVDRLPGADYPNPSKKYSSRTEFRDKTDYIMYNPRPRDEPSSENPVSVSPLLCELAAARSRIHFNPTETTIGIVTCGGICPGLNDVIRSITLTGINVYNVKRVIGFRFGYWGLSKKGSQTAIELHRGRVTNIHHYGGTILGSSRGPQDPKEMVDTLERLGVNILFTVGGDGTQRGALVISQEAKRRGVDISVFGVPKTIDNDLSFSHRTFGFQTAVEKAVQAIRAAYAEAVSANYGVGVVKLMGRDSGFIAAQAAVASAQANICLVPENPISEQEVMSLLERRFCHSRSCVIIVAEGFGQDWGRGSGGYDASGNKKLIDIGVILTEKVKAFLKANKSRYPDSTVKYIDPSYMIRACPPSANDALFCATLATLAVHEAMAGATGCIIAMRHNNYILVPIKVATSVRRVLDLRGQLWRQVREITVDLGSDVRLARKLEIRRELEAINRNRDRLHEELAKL
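ADP-Glo luminescence quantified ADP after 45 min at room temperature, with 1.25 nM T. brucei PFK, 0.1 mM ATP and 0.5 mM fructose-6-phosphate in pH 8.0 TEA buffer. qHTS titrations up to 57 µM; curves classified by quality.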
uPA surface inh: cell surface uPA generation inhibition; cell surface uPA generation assay, qHTS; Potency, µM (titrated, usually from 38.3 µM), for the others: top-dose activity change, negative = inhibition, usual class: inhibitors; hit rate 0.31% among 330,000; active = well fitted inhibition curve with a large enough effect; inconclusive = small, poorly fitted or top-dose-only effect; inactive = no such curve, though single readings can be large or run the other way; tested in mouse RAW 264.7 cells; note: potency is the fitted concentration of half-maximal effect; % is set by controls: 0 for no effect and ±100 for the full control effect; nearly all actives have a fitted effect of over 55% in size
FLuc counter: firefly luciferase modulation, counter-screen for miR-21 project; purified FLuc, Km substrates, luminescence inhibition; Potency, µM (top dose mostly 57.5 µM), for inactives: top-dose activity change, negative = inhibition, hits mostly inhibitors; P08659; AID 588342; hit rate 6.9% among 360,000;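 note: potency is the fitted concentration of half-maximal effect; plate controls were vehicle for no effect and reference inhibitor for full effect; nearly all actives have a fitted effect of over 55% in size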
Target sequence (P08659 whole entry, looked up): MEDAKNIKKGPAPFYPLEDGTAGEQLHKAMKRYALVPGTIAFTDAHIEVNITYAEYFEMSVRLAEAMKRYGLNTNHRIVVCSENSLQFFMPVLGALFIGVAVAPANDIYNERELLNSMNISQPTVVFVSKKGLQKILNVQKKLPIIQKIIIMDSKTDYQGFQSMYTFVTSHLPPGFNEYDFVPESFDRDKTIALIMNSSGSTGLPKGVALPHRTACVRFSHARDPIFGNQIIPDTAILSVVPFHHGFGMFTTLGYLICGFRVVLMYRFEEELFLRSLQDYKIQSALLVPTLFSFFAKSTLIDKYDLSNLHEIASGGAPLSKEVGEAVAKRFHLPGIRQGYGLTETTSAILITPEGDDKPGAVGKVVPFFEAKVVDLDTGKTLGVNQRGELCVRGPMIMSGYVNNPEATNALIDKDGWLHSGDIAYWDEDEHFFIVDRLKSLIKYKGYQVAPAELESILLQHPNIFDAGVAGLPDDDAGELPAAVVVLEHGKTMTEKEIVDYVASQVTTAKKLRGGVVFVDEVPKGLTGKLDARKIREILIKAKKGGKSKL
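Purified P. pyralis luciferase, 10 nM final, with Km-level 10 uM D-luciferin and 10 uM ATP in 50 mM Tris acetate pH 7.5, 10 mM Mg acetate, 0.01% Tween-20, 0.05% BSA; 6-point qHTS titration about 60 µM downward; luminescence read.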
* marks the source's active call; other numbers are inactive results; [ ] = remark or other dose. Unless noted, calls come from the whole dose curve; as a rule, active = well fitted curve in the direction sought with a large enough effect; inconclusive = small, poorly fitted or top-dose-only effect, or another doubt; inactive = no such curve, though single readings can be large; an effect the other way counts as inactive or inconclusive.

How did COc1cc(C(=O)NC(=S)Nc2ccc([N+](=O)[O-])cc2C)cc(OC)c1OC do in these assays?
Gal4-VP16 FLuc: inconclusive; FBPA coupling cs: 0; ELG1 genotoxic: -3%; NPC1 promoter act: -4%; RORgamma inh: inconclusive; Giardia kill: 6; Rab9 promoter act: 1%; KCNH2 3.1 block: -8; Tb PFK block: 1%; uPA surface inh: -1%; FLuc counter: 5%

What do the screens show for `COc1ccc(S(=O)(=O)Cc2ccc(C(=O)NC3CCC(C)CC3)o2)cc1` (stereo not given)?
Gal4-VP16 FLuc: 3%; FBPA coupling cs: -2; ELG1 genotoxic: -3%; NPC1 promoter act: -1%; RORgamma inh: 23%; Giardia kill: 17; Rab9 promoter act: 1%; KCNH2 3.1 block: 2; Tb PFK block: 2%; uPA surface inh: -5%; FLuc counter: 5%

Results for CC(C)N1C(=O)CCC1C(=O)NCc1ccco1 (stereo not given) ?
Gal4-VP16 FLuc: -10%; FBPA coupling cs: 2; ELG1 genotoxic: 1%; NPC1 promoter act: -6%; RORgamma inh: -16%; Giardia kill: 3; Rab9 promoter act: -5%; KCNH2 3.1 block: -22; Tb PFK block: 0%; uPA surface inh: 0%; FLuc counter: 1%

Results for S=C(NC1CCCCC1)NC1CC2CCC(C1)N2Cc1ccccc1 (stereo not given) ?
Gal4-VP16 FLuc: -6%; FBPA coupling cs: 0; ELG1 genotoxic: -11%; NPC1 promoter act: -1%; RORgamma inh: -26%; Giardia kill: -21; Rab9 promoter act: -5%; KCNH2 3.1 block: -34; Tb PFK block: 2%; uPA surface inh: -2%; FLuc counter: 1%

How did CC(C)(C)c1nc2sc3c(c2c(=O)o1)CCCC3 do in these assays?
Gal4-VP16 FLuc: 0%; FBPA coupling cs: 0; ELG1 genotoxic: 3%; NPC1 promoter act: 1%; RORgamma inh: 15%; Giardia kill: -10; Rab9 promoter act: 2%; KCNH2 3.1 block: 5; Tb PFK block: 1%; uPA surface inh: -4%; FLuc counter: -7%

How did O=[N+]([O-])c1cccc(S(=O)(=O)Nc2ccc(-c3ccc(N4CCCC4)nn3)cc2)c1 do in these assays?
ELG1 genotoxic: 14%; NPC1 promoter act: 5%; Giardia kill: -3; Rab9 promoter act: -3%; KCNH2 3.1 block: 1; Tb PFK block: -15%; uPA surface inh: -4%; FLuc counter: 30µM*

How did COc1ccc(CNC(=S)NCc2ccc(OC)cc2)cc1 do in these assays?
Gal4-VP16 FLuc: -8%[10 µM]; FBPA coupling cs: -2; ELG1 genotoxic: 0%; NPC1 promoter act: 0%; RORgamma inh: 13µM*; Giardia kill: -15; Rab9 promoter act: -5%; KCNH2 3.1 block: 2; Tb PFK block: 1%; uPA surface inh: 1%; FLuc counter: -18%

Results for C=C(C)CNC(=S)N1CCN(C(c2ccccc2)c2ccccc2)CC1 ?
Gal4-VP16 FLuc: inconclusive; FBPA coupling cs: 2; ELG1 genotoxic: -11%; NPC1 promoter act: 0%; RORgamma inh: inconclusive; Giardia kill: -7; Rab9 promoter act: 13%; KCNH2 3.1 block: -8; Tb PFK block: -2%; uPA surface inh: 5%; FLuc counter: -5%

Results for c1cnc(N2CCN(Cc3ccc4c(c3)OCO4)CC2)cn1 ?
Gal4-VP16 FLuc: -2%; FBPA coupling cs: 0; ELG1 genotoxic: -5%; NPC1 promoter act: -8%; RORgamma inh: -2%; Giardia kill: -19; Rab9 promoter act: -1%; KCNH2 3.1 block: 2; Tb PFK block: -3%; uPA surface inh: 2%; FLuc counter: -1%

Results for COc1ccc(/C=C/C(=O)OCC(=O)Nc2cc(C(F)(F)F)ccc2Cl)cc1 ?
Gal4-VP16 FLuc: -28%; FBPA coupling cs: 0; ELG1 genotoxic: 1%; NPC1 promoter act: 2%; RORgamma inh: -20%; Giardia kill: 7; Rab9 promoter act: -5%; KCNH2 3.1 block: 0; Tb PFK block: 3%; uPA surface inh: 7%; FLuc counter: 0%

What do the screens show for `CCOc1ccc(OCc2ccc(C(=O)N3CCOCC3)cc2)cc1`?
Gal4-VP16 FLuc: -26%; FBPA coupling cs: 1; ELG1 genotoxic: 5%; NPC1 promoter act: 29%; RORgamma inh: inconclusive; Giardia kill: 2; Rab9 promoter act: 30%; KCNH2 3.1 block: -8; Tb PFK block: 1%; uPA surface inh: -2%; FLuc counter: inconclusive

Results for COc1ccccc1S(=O)(=O)c1ccccc1[N+](=O)[O-] ?
Gal4-VP16 FLuc: -3%; FBPA coupling cs: -6; ELG1 genotoxic: 1%; NPC1 promoter act: -2%; RORgamma inh: 28%; Giardia kill: -23; Rab9 promoter act: -1%; KCNH2 3.1 block: -34; Tb PFK block: -3%; uPA surface inh: -2%; FLuc counter: -2%

Results for Cc1ccc(C)c(S(=O)(=O)N2CCCC2CNC(=O)C(=O)NCCN2CCOCC2)c1 (stereo not given) ?
ELG1 genotoxic: 0%; NPC1 promoter act: 1%; Giardia kill: -11; Rab9 promoter act: -4%; KCNH2 3.1 block: -8; Tb PFK block: 0%; uPA surface inh: 1%; FLuc counter: 0%

What do the screens show for `CCCOc1cccc(C2C(C(=O)c3cccs3)=C(O)C(=O)N2Cc2cccnc2)c1` (stereo not given)?
Gal4-VP16 FLuc: 8%; FBPA coupling cs: 16; ELG1 genotoxic: 2%; NPC1 promoter act: -3%; RORgamma inh: 6%; Giardia kill: 21; Rab9 promoter act: 3%; KCNH2 3.1 block: -6; Tb PFK block: -6%; uPA surface inh: 0%; FLuc counter: -2%

What do the screens show for `O=C(/C=C/c1cccnc1)c1ccc(F)c(F)c1`?
Gal4-VP16 FLuc: inconclusive; FBPA coupling cs: 0; ELG1 genotoxic: inconclusive; NPC1 promoter act: -7%; RORgamma inh: inconclusive; Giardia kill: 7; Rab9 promoter act: 0%; KCNH2 3.1 block: -9; Tb PFK block: -13%; uPA surface inh: -3%; FLuc counter: inconclusive

Results for CCOc1ccc(NC(=O)CN(C)C(=O)CCC2CCCCC2)cc1OCC ?
ELG1 genotoxic: -2%; NPC1 promoter act: -5%; Giardia kill: 1; Rab9 promoter act: 3%; KCNH2 3.1 block: 4; Tb PFK block: -4%; uPA surface inh: -16%; FLuc counter: 0%

Results for Cc1cc(OC(C)C(=O)NCC2CCC(C(=O)O)CC2)c2c(C)cc(=O)oc2c1 (stereo not given) ?
Gal4-VP16 FLuc: -16%; FBPA coupling cs: 5; ELG1 genotoxic: 0%; NPC1 promoter act: 6%; RORgamma inh: -13%; Giardia kill: -5; Rab9 promoter act: -8%; KCNH2 3.1 block: -4; Tb PFK block: -4%; uPA surface inh: 3%; FLuc counter: 0%

How did Fc1ccc(Nc2nc(-c3ccncc3)nc3ccccc23)cc1F do in these assays?
Gal4-VP16 FLuc: -20%; FBPA coupling cs: 0; ELG1 genotoxic: -1%; NPC1 promoter act: 7%; RORgamma inh: -18%; Giardia kill: -18; Rab9 promoter act: -2%; Tb PFK block: 0%; uPA surface inh: 12%; FLuc counter: 3%

How did CN(CC1CCOCC1)C(=O)CC1C(=O)NCCN1Cc1ccccc1F (stereo not given) do in these assays?
Gal4-VP16 FLuc: -9%; FBPA coupling cs: -7; ELG1 genotoxic: 5%; NPC1 promoter act: -1%; RORgamma inh: -13%; Giardia kill: -17; Rab9 promoter act: 1%; KCNH2 3.1 block: -2; Tb PFK block: -2%; uPA surface inh: 8%; FLuc counter: -1%

Results for O=C(CSC1=NCCS1)Nc1ccc(S(=O)(=O)NC2CCCCC2)cc1 ?
Gal4-VP16 FLuc: -2%; FBPA coupling cs: -4; ELG1 genotoxic: -3%; NPC1 promoter act: -3%; RORgamma inh: -25%; Giardia kill: 3; Rab9 promoter act: -5%; KCNH2 3.1 block: -2; Tb PFK block: 1%; FLuc counter: -2%

What do the screens show for `Cc1ccc(CN2CC(C(=O)Nc3cc(S(C)(=O)=O)ccc3Cl)CC2=O)cc1` (stereo not given)?
Gal4-VP16 FLuc: -4%; FBPA coupling cs: 2; ELG1 genotoxic: -1%; NPC1 promoter act: 1%; RORgamma inh: 22%; Giardia kill: 6; Rab9 promoter act: 0%; KCNH2 3.1 block: -22; Tb PFK block: -14%; uPA surface inh: 0%; FLuc counter: 1%

Results for CCC(CC)NC(=O)/C=C/c1cccc([N+](=O)[O-])c1 ?
Gal4-VP16 FLuc: 1%; FBPA coupling cs: 6; ELG1 genotoxic: -1%; NPC1 promoter act: -2%; RORgamma inh: 32%; Giardia kill: -5; Rab9 promoter act: -4%; KCNH2 3.1 block: -19; Tb PFK block: 0%; uPA surface inh: 0%; FLuc counter: 2%
